Screens: PubChem, Southern Research Specialized Biocontainment Screening Center
Dengue-2 NS5 capping: Dengue-2 NS5 methyltransferase inhibitors, primary screen, biochemical, confirmation dose response (AID 588689) | Dengue-2 NS5 methyltransferase capping enzyme assay, biochemical; higher % means a stronger effect | inhibition, % at 25 µM; hits with a dose series show IC50 in µM | 340,000 compounds, 0.3% hits; in the data active means a potency from the dose series; inconclusive means inhibition above about 29% without an active follow-up result
Dengue-2 NS5 capping pilot replicate: second read-out of Dengue-2 NS5 capping, no call of its own (marks repeat the call); inhibition, %; measured here: pilot screen replicate inhibition
* = called active by the depositor; ? = inconclusive. A portion of the library (hit frequency here may not be typical).

SMILES | Dengue-2 NS5 capping | others
COc1ccc(NC(=O)COC(=O)CC2CCCCC2)cc1 | -5.5%
CC1CCCC(NC(=O)COC(=O)C2=COCCO2)C1C (stereo unspecified) | -5.1%
O=C(CSc1nc2ccccc2c(=O)n1-c1ccc(F)cc1)NC1CC1 | -2.2%
O=C(c1ccco1)N1CCN(C(=O)c2ccc(-c3ccccc3Cl)o2)CC1 | 0.7%
CCCCN(C(=O)c1[nH]c(C)c(C(=O)OCC)c1C)c1c(N)n(CCCC)c(=O)[nH]c1=O | 4.4%
S=C(NCCc1ccccc1)N1CCC2CC1c1c(Cl)cccc12 (stereo unspecified) | 0.6%
O=C(COC(=O)Cc1ccc(F)cc1)Nc1ccc2[nH]c(=O)[nH]c2c1 | 0.7%
CC(=O)C[C@@H](O)CC(=O)[C@@H]1OC(=O)CC/C=C\Cc2ccccc21 | -9.2%
C#CCN(C[C@@H]1[C@@H](OC(=O)NCC2CCCCC2)[C@@H](OC(=O)NCC2CCCCC2)CN(C(=O)OC(C)C)N1C(=O)OC(C)C)S(=O)(=O)c1ccc(C)cc1 | -1.6%
O=C(COC(=O)c1cc(S(=O)(=O)N2CCCC2)ccc1O)Nc1ccc(SC(F)F)cc1 | -5.4%
Cc1cccc(C(=O)OCC(=O)NN2C(=O)NC3(CCC(C)CC3)C2=O)c1O (stereo unspecified) | 5.9%
O=C(CNc1cccc([N+](=O)[O-])c1)N1CCN(S(=O)(=O)c2ccc(Cl)cc2)CC1 | 3.6%
CN1CCN(S(=O)(=O)c2ccc(NC(=O)c3ccc([N+](=O)[O-])cc3)cc2)CC1 | -6.1%
CCC(=O)c1ccc(OCC(=O)OCC(=O)N2CCN(c3ccc(OC)cc3)CC2)cc1 | 0.7%
Cc1cc(OCC(=O)Nc2ccccc2N2CCOCC2)c(C(C)C)cc1Cl | -6.2%
Cc1csc(NC(=O)c2cc(C)on2)n1 | 4.5%
CC[C@]12c3[nH]c4ccc(OC)cc4c3CCN1C(=O)C(CC(=O)NCCN1CCOCC1)C[C@@H]2C(=O)N1CCN(C(=O)c2ccco2)CC1 (stereo partly specified) | -1.9%
COc1cccc(C(=O)NCCS(=O)(=O)NC2CCCC2)c1 | -11.1%
CN(Cc1ccco1)Cc1ccc(O)c2ncccc12 | -7.9% | Dengue-2 NS5 capping pilot replicate=-3.4
O=C1NC(=O)C2(N1)c1ccccc1-c1ccccc12 | 2.3%
C=CCC[C@H](Cc1ccc(F)cc1)C(=O)OC[C@@H](NC(=O)[C@@H](CC=C)CC(=O)N[C@@H](CO)Cc1ccccc1)C(C)(C)C | 4.1%
Cc1ccc(S(=O)(=O)SC/C=C/CSS(=O)(=O)c2ccc(C)cc2)cc1 | 21.0%
COc1ccc(-n2cnc3c(N)nc(N)nc32)cc1 | -0.8%
O=C(CN1C(=O)C(=O)N(Cc2ccco2)C1=O)Nc1ccccc1 | 8.9%
CC1CN(C(=O)c2cccc(NS(=O)(=O)c3ccc(Br)cc3)c2)CC(C)O1 (stereo unspecified) | -3.8%
CCOC(=O)C(Cc1ccc(O)c([N+](=O)[O-])c1)N1C(=O)c2ccccc2C1=O (stereo unspecified) | 3.9%
CCOC(=O)C1=CN(CC)S(=O)(=O)NC1CCc1ccccc1 (stereo unspecified) | 2.3% | Dengue-2 NS5 capping pilot replicate=-0.9
CC(=O)c1cc(C)c(OC(=O)c2ccccc2)c(C)c1 | -6.4%
CN(C(=O)COC(=O)c1ccccc1SCC(=O)N1CCCC1)C1(C#N)CCCCC1 | -2.9%
O=C1CSC(=S)N1N=Cc1ccc(Cl)s1 | -0.8%
COC(=O)c1ccc(CSc2ccc(S(=O)(=O)N3CCCCC3)cn2)cc1 | -8.1%
CN(CC(=O)Nc1cccc(F)c1)C(=O)CCc1nc2sc3c(c2c(=O)[nH]1)CCCC3 | -6.5%
CC(=O)NC12CC3CC(C1)CC(C(=O)OCC(=O)c1cc(C)n(C)c1C)(C3)C2 | -2.3%
CCCNC(=O)Cn1c(=O)/c(=C/c2ccc(-c3ccc([N+](=O)[O-])cc3)o2)s/c1=C\C(=O)C(C)(C)C | ?
CC(C)(C)CCN1CCC(CN2CCNC2=S)CC1 | -4.0%
CC1(C)CN(Cc2ccccc2)C(=O)[C@H]1CC(=O)Nc1ccccc1 | -2.9%
CC(=O)Nc1sc(C)c(C)c1C(=O)OCC(=O)NCc1ccc(F)cc1 | 3.6%
COc1ccc(C(=O)N/N=C\C(C)=C\c2ccccc2)cc1OC | -2.3%
C[C@H](NC(=O)c1cccc([N+](=O)[O-])c1)C(=O)OCC(=O)c1ccccc1Br | -1.5%
NC(=O)c1ccccc1[N+](=O)[O-] | 1.5%
CCCCn1c(N)c(N(CC)C(=O)c2ccncc2)c(=O)[nH]c1=O | 0.7%
CC(C)(C)OC(=O)N1CCC[C@@H]1CO | 2.9%
NC(=O)C1CCN(C(=O)NC2CC(=O)N(c3ccc4c(c3)OCCO4)C2)CC1 (stereo unspecified) | 1.5%
C[C@@H]1CN([C@H](C)CO)C(=O)c2cc(NS(=O)(=O)c3cn(C)cn3)ccc2O[C@@H]1CN(C)S(C)(=O)=O | -0.8%
COc1ccccc1C(=O)Nc1ccc(OCC(=O)N2CCCCC2C)cc1 (stereo unspecified) | -4.4%
CN(C1CCCCC1)S(=O)(=O)c1ccc2c(c1)CCC(=O)N2 | -5.8%
CN(Cc1ccc(F)cc1)C(=O)CN1CCN(S(=O)(=O)c2ccc3c(c2)OCCCO3)CC1 | 1.7%
O=C1C=C(c2ccccc2)C[C@@H](c2ccc3c(c2)OCO3)C1 | -5.6%
CCCCNc1c(-c2ccc(OC)c(SC3CCCCC3)c2)nc2cc(C)ccn12 | -4.8%
COC(=O)C1CCN(C(=O)COC(=O)C2CCN(S(=O)(=O)c3c(Cl)cccc3Cl)CC2)CC1 | -5.1%
COc1ccc(Cl)cc1NC(=O)COC(=O)C1=NNC(=O)CC1 | -0.8%
CC(=O)c1ccc(OCCCC(=O)N2CCN(S(=O)(=O)c3cc(C)ccc3C)CC2)cc1 | -2.9%
COCc1ccc(C(=O)Nc2cccc(S(=O)(=O)N(C)c3ccccc3)c2)cc1 | -5.4%
CCN(CC(=O)Nc1c(F)cccc1F)C(=O)c1cc([N+](=O)[O-])ccc1N1CCOCC1 | 3.0%
CC(C)(C)[C@H]1COC(=O)[C@@H](Cc2ccc(F)cc2)CC/C=C/C[C@@H](CC(=O)N[C@@H](CO)Cc2ccccc2)C(=O)N1 | -5.7%
CC12CCC(=O)N1C(C(=O)NCCN1C(=O)S/C(=C\c3ccc(OC(F)F)cc3)C1=O)CS2 (stereo unspecified) | 7.3%
CC(C)(C)OC(=O)C[C@@H]1C/C=C\C[C@@H](CC(=O)N(CCO)Cc2ccccc2)C(=O)NCCOC1=O | -2.4%
CCCCn1c(N)c(N(CC(C)C)C(=O)C2CCN(S(=O)(=O)c3ccc(C)cc3C)CC2)c(=O)[nH]c1=O | -9.4%
Cc1ccc2c(O)c(Cc3ccccc3)c(=O)[nH]c2n1 | -4.8%
COc1ccc(S(=O)(=O)N2CCCCC2)cc1NC(=O)C1CCCC1 | -4.3%

3 compounds picked at random from those above, as already listed:
SMILES | Dengue-2 NS5 capping | others
CN(C1CCCCC1)S(=O)(=O)c1ccc2c(c1)CCC(=O)N2 | -5.8%
CC(=O)c1cc(C)c(OC(=O)c2ccccc2)c(C)c1 | -6.4%
Cc1cccc(C(=O)OCC(=O)NN2C(=O)NC3(CCC(C)CC3)C2=O)c1O (stereo unspecified) | 5.9%

(cont.)
SMILES | Dengue-2 NS5 capping | others
COc1ccc([C@H]2C[C@@H](n3cc(C4CC4)nn3)[C@H](O)CN2CC2CCCCC2)cc1 | -8.5%
Cc1ccc(NC(=O)c2ncn(CCCNCCCc3ccccc3)n2)cc1C | -9.9% | Dengue-2 NS5 capping pilot replicate=-5.2
Cc1ccc2nc(CSc3nc(C)nc4c3oc3ccccc34)[nH]c2c1 | -8.3%
CCOc1ccc(NC(=O)c2ccccc2NC(=O)CN2CCCCCC2)cc1 | -2.9%
NS(=O)(=O)c1ccc(CCNC(=O)COC(=O)Cc2ccc(Cl)cc2)cc1 | 7.5%
COc1ccc(OCCCC(=O)Nc2ccc(S(=O)(=O)N3CCOCC3)cc2)cc1 | -8.1%
O=C(CSC(=S)N1CCCC1)NCC(=O)Nc1ccccc1Br | -5.9%
O=C(C1CCCCC1)N1C[C@H](n2cc(C3CC3)nn2)[C@@H](O)C[C@@H]1c1ccccc1 | -4.6%
COC(=O)C1=C(C)NC(C)=C(C(=O)OC)C1C(=O)OCc1nnc(-c2ccccc2Cl)o1 | -3.6%
COc1ccc(S(=O)(=O)N2CCN(C(=O)c3ccc(NC(C)=O)cc3)CC2)cc1 | -6.6%
CC(=O)c1c(C)[nH]c(C(=O)Nc2cccc(S(=O)(=O)N3CCCCC3)c2)c1C | -0.8%
CCN(CC)C(=O)[C@H]1C[C@H](CC(=O)NCc2cccc(C(F)(F)F)c2)C(=O)N2CCc3c([nH]c4cc(-c5ccco5)ccc34)[C@]12C | -5.3% | Dengue-2 NS5 capping pilot replicate=-2.8
CN1OC[C@@H]2CN(S(=O)(=O)c3cccc4ccccc34)[C@H](c3ccc(-c4cccnc4)cc3)C[C@@H]21 | -2.8%
CN(C)C(=O)c1ccc(NC(=O)COC(=O)C2(c3ccccc3)CCCC2)cc1 | -10.3%
O=C(Cc1ccccc1)NC(CSSCC(NC(=O)Cc1ccccc1)C(=O)O)C(=O)O (stereo unspecified) | -3.1%
CSCCC(NC(=O)c1ccco1)C(=O)OCC(=O)N(Cc1ccccc1)C(C)(C)C (stereo unspecified) | 7.4%
O=C1C(=Cc2ccccc2O)SC(=S)N1CCCN1CCOCC1 | -6.3%
Cc1ccc(S(=O)(=O)N2CCC(C(=O)OCC(=O)NCc3cccc(Cl)c3)CC2)cc1C | -5.9%
COc1ccc(-c2sc(Nc3ccccc3)n[n+]2-c2ccccc2)cc1Br | -2.4%
O=C(c1ccc(S(=O)(=O)Nc2ccccc2F)cc1)N1CCCC1 | -13.1%
Cc1cc(OCC(=O)NCC(c2ccc(F)cc2)N2CCOCC2)ccc1Cl (stereo unspecified) | -3.8%
CC1(c2ccccc2)NC(=O)N(CC(=O)N2CC(=O)Nc3ccccc32)C1=O (stereo unspecified) | 4.8%
Cc1ccccc1-c1n[nH]nc1C1=CC(=O)CC(C)(C)C1 | 4.0%
COc1cccc(CC(=O)Nc2ccc(S(=O)(=O)N3CCCCC3)cc2)c1 | -11.2%

In the list so far, 4 contain bromine:
SMILES | Dengue-2 NS5 capping | others
CC1CN(C(=O)c2cccc(NS(=O)(=O)c3ccc(Br)cc3)c2)CC(C)O1 (stereo unspecified) | -3.8%
C[C@H](NC(=O)c1cccc([N+](=O)[O-])c1)C(=O)OCC(=O)c1ccccc1Br | -1.5%
O=C(CSC(=S)N1CCCC1)NCC(=O)Nc1ccccc1Br | -5.9%
COc1ccc(-c2sc(Nc3ccccc3)n[n+]2-c2ccccc2)cc1Br | -2.4%

Further compounds.
SMILES | Dengue-2 NS5 capping | others
Cn1nnnc1SCC(=O)Nc1sccc1C(N)=O | 9.7%
COc1ccc2[nH]c3c(c2c1)CCN1C(=O)C(CC(=O)NCCN2CCOCC2)C[C@H](C(=O)N2CCCCC2)[C@@]31CCc1ccccc1 (stereo partly specified) | -5.2%
COCCCN1C(=O)C(CC(=O)NCCc2ccccn2)CC(C(=O)N2CCOCC2)=C1C (stereo unspecified) | 3.9%
Cc1ccc([C@H]2C[C@H](O)[C@@H](n3cc(-c4ccc(F)cc4)nn3)CN2C(=O)C2CCCCC2)cc1 | -2.2%
O=C(C1COc2ccccc2O1)N1CCN(c2ccccc2O)CC1 (stereo unspecified) | -3.0%
CC(=O)Nc1ccc(C(=O)NN2C(=O)NC3(CCCCC3)C2=O)cc1 | -1.4%
Cc1cccc([N+](=O)[O-])c1NC(=O)CSc1nnc2ccccn12 | -6.9%
NC1=NC(c2ccc([N+](=O)[O-])cc2)N(c2ccc(F)cc2)C(N)=N1 (stereo unspecified) | 0.8%
O=S(c1ccccc1)c1ccccc1 | 0.8%
O=C(O)C(=Cc1cc2c(cc1[N+](=O)[O-])OCO2)c1cc2c(cc1Br)OCO2 | 0.4%
CS(=O)(=O)c1ccc(C(=O)OCC(=O)NNC(=O)COc2ccc(Cl)cc2)cc1 | 1.4%
Cn1c(Cc2nc3ccccc3n2C)nc2ccccc21 | -6.5%

Gathered by group, the entries above containing a thiophene ring, fused or not
SMILES | Dengue-2 NS5 capping | others
O=C1CSC(=S)N1N=Cc1ccc(Cl)s1 | -0.8%
CN(CC(=O)Nc1cccc(F)c1)C(=O)CCc1nc2sc3c(c2c(=O)[nH]1)CCCC3 | -6.5%
CC(=O)Nc1sc(C)c(C)c1C(=O)OCC(=O)NCc1ccc(F)cc1 | 3.6%
Cn1nnnc1SCC(=O)Nc1sccc1C(N)=O | 9.7%

Further results follow.
SMILES | Dengue-2 NS5 capping | others
COc1ccc(S(=O)(=O)N(C)C[C@@H]2OCCCC[C@@H](C)Oc3ccc(NC(=O)NC(C)C)cc3C(=O)N([C@H](C)CO)C[C@@H]2C)cc1 | -5.1%
CC(C)(C)[C@H]1COC(=O)CCCC/C=C\C[C@H](CC(=O)NCCO)C(=O)N1 | -3.2%
C[C@H]1CN([C@@H](C)CO)C(=O)CCCn2nncc2CO[C@@H]1CN(C)C(=O)NC1CCCCC1 | -1.1%
Cc1ccc(OCCNC(=O)CNC(=O)c2ccc3c(c2)OCO3)cc1 | -3.0%
CC1(C)SC2c3ccccc3C(=O)N2C1C(=O)O (stereo unspecified) | 14.7%
CCc1ccccc1NC(=O)CNC(=O)c1ccc(-n2cncn2)c([N+](=O)[O-])c1 | 6.5%
Cc1cc(C(=O)COC(=O)c2cccc(NS(C)(=O)=O)c2)c(C)n1CC1CCCO1 (stereo unspecified) | -1.9%
CCOC(=O)c1c(-c2ccccc2)c[nH]c1C | -1.6%
Cc1ccc(S(=O)(=O)N2CCCCC2)cc1NC(=O)Cn1cc(C(F)(F)F)ccc1=O | -7.4%
N#Cc1c(NC(=O)COC(=O)C2=COCCO2)sc2c1CCCC2 | 0.6%
C/C(=N\NC(=O)COc1cccc(Br)c1)c1ccc2c(c1)OCCO2 | -1.1%
